Screens (PubChem BioAssay)
TMEM16A inh: TMEM16A chloride channel inhibitors, primary screen, cell-based, HTS. Anoctamin-1 (Mus musculus), Q8BHY3. HEK293 TMEM16A/YFP iodide influx fluorescence, ionomycin. normalized B-score (activity score, 25-100; higher = stronger inhibition) at 10 µM. hit rate 1.2% among 310,000;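 active means ratio plate-corrected score three or more library SD toward inhibition, starting fluorescence score within five deviations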;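 further: score derived from kinetic fluorescence span divided by baseline fluorescence per well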
MrgX1 antag: antagonists of human MrgX1 receptor, primary screen, HEK293 cells, Fluo-4 calcium flux. Mas-related G-protein coupled receptor member X1 (Homo sapiens), Q96LB2. BAM8-22 antagonism; active compounds read low. B-score at 10 µM. hit rate 1.3% among 310,000. AID 588676, 2011;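 active means calcium-response B-score plate-corrected more than 3 library SD below zero, starting fluorescence within 5 deviations, no agonist response on first addition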;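 further: peak minus trough fluorescence over baseline after final BAM8-22 challenge near maximal dose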
SKKanGAS inh: S. pyogenes SKKanGAS growth inhibitors in kanamycin, primary screen, streptokinase expression inhibitor project, SKKanGAS strain, BacTiter-Glo luminescence; AID 1662, 2009; hit rate 1.3% among 300,000; inhibition, % at 7.5 µM; 6 h;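 active means mean replicate score, as percent of positive control median, at least 50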;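 further: strain carries kanamycin resistance gene driven by streptokinase promoter and grows in 40 µg/ml kanamycin; loss of luminescence reflects streptokinase promoter inhibition or plain growth inhibition; 0% = median of DMSO wells and 100% = positive control at its reference dose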
MrgX1 PAM: positive allosteric modulators of MrgX1, primary screen, HEK293 cells, Fluo-4 calcium flux. FDSS; active compounds read high. B-score at 10 µM. hit rate 0.63% among 310,000;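 active means plate-corrected calcium response at least 3 library SD above typical, normal starting fluorescence, not activating the receptor alone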;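 further: compound read alongside a low EC10 to EC30 dose of BAM8-22 agonist; peak minus trough fluorescence over baseline measured at the second addition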
MrgX1 ag: agonists of human MrgX1 receptor, primary screen, HEK293 cells, Fluo-4 calcium flux. AID 588627, 2011. B-score at 10 µM. hit rate 0.44% among 310,000. Mas-related G-protein coupled receptor member X1 (Homo sapiens), Q96LB2. Fluo-4 calcium fluorescence, agonist mode; active compounds read high;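 active means calcium response B-score plate-corrected fluorescence ratio at least 3 library SD, with starting fluorescence B-score inside 5 SD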
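Material – MrgX1-expressing HEK293 cells · Input – 15,000 cells seeded per well · Dosing – compound as first of three additions · Times – overnight seeding, then 1 h dark dye loading · Measured by – kinetic Fluo-4 NW fluorescence of intracellular calcium · Read-out – B-scored fluorescence response ratio · Benchmarks – positive and negative control wells on each plate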
TRPC6 activator: mouse TRPC6 channel activators, primary screen, cell-based, HEK293, membrane potential dye; hit rate 0.13% among 310,000; B-score at 10 µM; HEK293-TRPC6 membrane potential dye fluorescence; active compounds read high;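 active means B-score of the integrated fluorescence ratio above library mean plus 3 SD, and starting fluorescence ratio within library mean plus 5 SD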;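 further: higher score means more depolarization so channel activation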
Target sequence (Q61143 whole entry, looked up): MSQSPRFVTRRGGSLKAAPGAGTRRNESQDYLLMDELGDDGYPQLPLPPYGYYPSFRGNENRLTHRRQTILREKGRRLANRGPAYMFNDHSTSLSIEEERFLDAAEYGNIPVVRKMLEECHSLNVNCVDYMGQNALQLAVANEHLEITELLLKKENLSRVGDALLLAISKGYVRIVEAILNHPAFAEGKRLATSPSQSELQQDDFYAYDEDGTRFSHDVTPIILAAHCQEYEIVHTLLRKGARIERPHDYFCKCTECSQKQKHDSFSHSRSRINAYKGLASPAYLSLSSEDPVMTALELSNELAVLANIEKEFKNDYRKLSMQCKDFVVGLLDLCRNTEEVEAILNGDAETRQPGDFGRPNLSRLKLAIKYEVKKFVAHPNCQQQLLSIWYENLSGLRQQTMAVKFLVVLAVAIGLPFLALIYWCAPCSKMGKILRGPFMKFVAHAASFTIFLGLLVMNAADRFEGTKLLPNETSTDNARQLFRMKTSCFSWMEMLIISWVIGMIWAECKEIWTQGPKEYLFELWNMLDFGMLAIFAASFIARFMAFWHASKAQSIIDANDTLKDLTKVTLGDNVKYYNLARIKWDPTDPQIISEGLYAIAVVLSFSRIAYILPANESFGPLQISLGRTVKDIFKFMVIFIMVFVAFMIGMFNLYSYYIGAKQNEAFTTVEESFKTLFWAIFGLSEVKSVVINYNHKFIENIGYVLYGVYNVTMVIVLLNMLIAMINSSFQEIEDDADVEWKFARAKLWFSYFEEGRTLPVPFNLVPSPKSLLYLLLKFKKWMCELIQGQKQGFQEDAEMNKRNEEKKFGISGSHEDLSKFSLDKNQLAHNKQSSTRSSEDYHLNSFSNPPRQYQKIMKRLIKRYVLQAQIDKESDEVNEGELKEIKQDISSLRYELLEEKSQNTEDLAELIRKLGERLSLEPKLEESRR
TMEM16A act: TMEM16A chloride channel activators or potentiators, primary screen, cell-based, HTS; AID 623877, 2012; hit rate 0.3% among 340,000; Anoctamin-1 (Mus musculus), Q8BHY3; HEK293 TMEM16A/YFP-H148Q/I152L, iodide quench fluorescence; active compounds read low; B-score at 10 µM;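 active means fluorescence-ratio B-score plate-corrected deviation score at least 3 library SD below zero, with starting fluorescence score within 5 deviations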;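 further: channel opened by trigger with iodide after compound preincubation; score built on the fluorescence ratio of max minus min over baseline; more negative score means more quench and so TMEM16A activation or potentiation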
TRPC4 block: inhibitors of mouse TRPC4 channel, primary screen, Fluo4 calcium, HEK293 TRPC4beta/mu-opioid cells | hit rate 0.39% among 300,000 | DAMGO-evoked Fluo4 calcium flux; active compounds read low | B-score at 10 µM;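 active means B-score over 3 SD under the library average, no early fluorescence shift, positive overall ratio signal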
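material = TRPC4beta/mu-opioid receptor HEK293 cell line | probe or stimulus = sequential submaximal and maximal DAMGO stimulation | compound dosing = one concentration per compound | measured by = Fluo4 Ca2+ flux fluorescence | evaluation = integrated fluorescence ratio relative to baseline, converted to per-well B score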
TRPC4 PAM: positive allosteric modulators of TRPC4, primary screen, cell-based, mouse TRPC4beta, HEK293 mu-opioid, Fluo-4 calcium; DAMGO EC20, Fluo-4 Ca2+ flux; active compounds read high; B-score at 10 µM; Short transient receptor potential channel 4 (Mus musculus), Q9QUQ5; hit rate 0.42% among 310,000;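 active means B-score of calcium response area above 5 SD of library B-scores, with initial fluorescence ratio within 5 SD of library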;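 further: B-score of integrated fluorescence ratio over time as area under calcium response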
TRPC6 inhibitor: mouse TRPC6 channel inhibitors, primary screen, cell-based, HEK293, membrane potential dye. B-score at 10 µM. ACh-evoked depolarization; active compounds read low. AID 2553, 2010. hit rate 1.1% among 310,000;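 active means B-score under library mean minus 3 SD, initial fluorescence not abnormally high, positive integrated signal ratio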;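 further: B-score derived from integrated fluorescence ratio over the kinetic read; more negative B-score means stronger inhibition of depolarization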
TRPC4 act: activators of mouse TRPC4 channel, primary screen, Fluo4 calcium, HEK293 TRPC4beta/mu-opioid cells | Fluo4 calcium fluorescence; active compounds read high | hit rate 0.49% among 310,000 | B-score at 10 µM;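 active means B-score above 5 SD of library B-scores, and initial fluorescence ratio not above library mean plus 5 SD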;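 further: positive B-score marks a calcium rise read as TRPC4 activation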
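System – HEK293 cells stably co-expressing mouse TRPC4beta and mu-opioid receptor · Signal – Fluo4 calcium-sensitive dye fluorescence, kinetic, 1 Hz baseline · Benchmarks – buffer (low) and maximal DAMGO (high) · Read-out – B score of integrated fluorescence ratio per well · Incubation – dye loading 45 min room temperature, 110 s kinetic read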
* marks the source's active call; other numbers are inactive results; i = inactive; . = no result given. Random draw from the library. About 6.7% of those tested had a hit in this group.

SMILES	TMEM16A inh	MrgX1 antag	SKKanGAS inh	MrgX1 PAM	MrgX1 ag	TRPC6 activator	TMEM16A act	TRPC4 block	TRPC4 PAM	TRPC6 inhibitor	TRPC4 act
Cc1ccccc1-n1c(SCC(=O)c2cc(C)n(C)c2C)nnc1-c1cccnc1	i	i	0	i	i	i	i	i	i	i	i
COc1cccc(CN2CC(C(=O)N3CCN(C(C)C)CC3)CCC2=O)c1 (stereo not given)	i	i	-3	i	i	i	i	i	i	i	i
CCC(C)NC(=O)c1ccc2nc(-c3ccc(OC)c(OC)c3)c(-c3ccc(OC)c(OC)c3)nc2c1 (stereo not given)	i	i	4	i	i	i	i	i	i	i	i
O=[N+]([O-])c1cc([N+](=O)[O-])c(Oc2ccc(Cl)c3cccnc23)cc1NN1CCCCC1	i	i	9	i	i	i	i	i	i	i	i
Nc1ccc(NC2C[C@@H](C(=O)O)NC2=O)cc1 (stereo not given in full)	i	i	3	i	i	i	i	i	i	i	i
COc1cc(C2/C(=C(\O)c3ccc4c(c3)CC(C)O4)C(=O)C(=O)N2CCN2CCOCC2)cc(OC)c1OC (stereo not given)	i	i	4	i	i	i	i	i	i	i	i
COc1ccccc1/C=C/C(=O)NC1CC2CCC1C2 (stereo not given)	i	i	-6	i	i	i	i	i	i	i	i
CC1CCCCN1C(=O)CSc1nc(-c2ccccc2)cn1N (stereo not given)	i	i	-2	i	i	i	i	i	i	i	i
C#CCOCCOCCOCCNc1nc(N2CCOCC2)nc(N2CCN(C(=O)[C@H](Cc3cc4ccccc4[nH]3)n3cc([C@@H](N)Cc4ccc(O)cc4)nn3)CC2)n1	i	i	16	i	i	i	i	i	i	i	i
COc1ccc(C)cc1NC(=O)C1CC(=O)N(Cc2ccco2)C1 (stereo not given)	i	i	2	i	i	i	i	i	i	i	i
CCOC(=O)Nc1ccc2c(CN3CCN(S(=O)(=O)c4ccccc4)CC3)cc(=O)oc2c1	i	i	9	i	i	i	i	i	i	i	i
O=C(COC(=O)Cn1cnc2ccccc21)NCCc1ccccc1	i	i	-1	i	i	i	i	i	i	i	i
O=C(CSc1nnc(Nc2ccccc2)s1)Nc1cccc(S(=O)(=O)N2CCCCC2)c1	i	i	1	i	i	i	i	i	i	i	i
COc1ccc(N2CCN(C(=O)COC(=O)c3cccc(S(=O)(=O)Nc4ccccc4OC)c3)CC2)cc1	i	i	1	i	i	i	i	i	i	i	i
Cc1ccc(-c2ccc(SCC(=O)NC3CCCC3)nn2)cc1	i	i	-2	i	i	i	i	i	i	i	i
CCN(CC)c1cccc(OCC(=O)N(C)CCC#N)c1	i	i	6	i	i	i	i	i	i	i	i
CCCS(=O)(=O)N1CCN(c2ccccc2F)CC1	i	i	0	i	i	i	i	i	i	i	i
CC(C)NC(=O)CN1C(=O)C(=O)c2ccccc21	i	i	-7	i	i	i	i	i	i	i	i
COc1ccc([N+](=O)[O-])cc1/C=N/NC(=O)Cc1ccccc1	i	i	-5	i	i	i	i	i	i	i	i
Cc1ccc(NC(=O)COC(=O)CCCC2=NS(=O)(=O)c3ccccc3N2)cc1C	i	i	-2	i	i	i	i	i	i	i	i
Cc1ccc(C(=O)NCC(=O)Nc2ncccc2C)s1	i	i	-7	i	i	i	i	i	i	i	i
Cc1[nH]n(-c2nc(-c3cccc([N+](=O)[O-])c3)cs2)c(=O)c1C	i	i	4	i	i	i	i	i	i	i	i
C#CCN1C(=O)C(O)(CC(=O)/C=C/C=C/c2ccccc2)c2ccccc21 (stereo not given)	i	i	-3	6.7*	i	i	i	i	i	i	i
COc1ccc(C(=O)Oc2cc(N)n(S(=O)(=O)c3ccccc3)n2)cc1	i	i	-1	i	i	i	i	i	i	i	i
Cc1ccc(NC(=O)c2cc(C)on2)cc1	i	i	1	i	i	i	i	i	i	i	i

Other records follow.
SMILES	TMEM16A inh	MrgX1 antag	SKKanGAS inh	MrgX1 PAM	MrgX1 ag	TRPC6 activator	TMEM16A act	TRPC4 block	TRPC4 PAM	TRPC6 inhibitor	TRPC4 act
Nc1nn(S(=O)(=O)c2ccccc2)cc1-c1cccc([N+](=O)[O-])c1	i	i	9	i	i	i	i	i	i	i	i
CN1CCC(NC(=O)Nc2cccc(C(F)(F)F)c2)CC1	i	i	4	i	i	i	i	i	i	i	i
COc1ccc(-c2cc(-n3c(C(F)(F)F)nc4ccccc43)n(CCC#N)n2)cc1	i	i	-1	i	i	i	.	i	i	i	i
COc1cc(OC)c(OC)cc1/C=N/n1c(C)nc2ccccc2c1=O	i	i	-1	i	i	i	i	i	i	i	i
Cc1nc2ccccc2cc1C(=O)N/N=C/c1cccs1	i	i	-6	i	i	i	i	i	i	i	i
Cc1nc2ccc(-c3nc4ccccc4[nH]3)cc2[nH]1	i	i	.	i	i	i	i	i	i	i	i
COc1cc(-c2nnn(CC#N)n2)ccc1OCc1ccccc1	i	-4.7*	6	i	i	i	i	i	i	i	i
COc1cc(OC)cc(C(=O)N/N=C2/SCC(=O)N2Cc2ccco2)c1	i	i	-1	i	i	i	i	i	i	i	i
C=CCN(c1ccccc1)S(=O)(=O)c1cccc(C(=O)NNC(=O)c2ccncc2)c1	i	i	21	i	i	i	i	i	i	i	i
COc1cccc(CCc2nnc(CCC(=O)N3CCN(Cc4ccccn4)CC3)o2)c1	i	i	9	i	i	i	i	i	i	i	i
COc1ccc(C(=O)C[n+]2cccc(C)c2)cc1	i	i	-8	i	i	i	i	i	i	i	i
O=C(Nc1ccc(O)c2c(=O)cc(-c3ccccc3Cl)oc12)c1cccc(Cl)c1	i	i	2	i	i	i	i	i	i	i	i
Cc1ccc(S(=O)(=O)NC2=NCN(C3CCN(Cc4ccccc4)CC3)CN2)cc1	i	i	-10	i	i	i	i	i	i	i	i
Cc1ccc(C(=O)NC2CCN(Cc3ccccc3)CC2)cc1S(=O)(=O)N1CCOCC1	i	i	-4	i	i	i	i	i	i	i	i
CC(=O)c1cc2c(cc1NC(=O)CN1Cc3ccccc3C1=O)OCO2	i	i	1	i	i	i	i	i	i	i	i
CCO[C@@H]1OC(C(=O)NCc2ccccc2)=C[C@H](c2coc3ccccc3c2=O)[C@H]1CCCO	i	-5.9*	-2	i	i	i	i	i	i	i	i
CCOC(=O)c1c(C)[nH]c(C(=O)COC(=O)c2ccc(O)cc2)c1C	i	i	32	i	i	i	i	i	i	i	i
CCCCN=C(C)c1c(O)c2ccccc2oc1=O	i	i	2	i	i	i	i	i	i	i	i
CCS(=O)(=O)N1CCC(C(=O)NCc2ccc(F)cc2)CC1	i	i	6	i	i	i	i	i	i	i	i
Cc1cc(C)cc(N(CC(=O)Nc2ccccc2C(=O)N2CCOCC2)S(C)(=O)=O)c1	i	i	9	i	i	i	i	i	i	i	i
O=c1[nH]c2cc3c(cc2cc1C(c1nnnn1Cc1ccccc1)N1CCCc2ccccc21)OCO3 (stereo not given)	i	i	-8	i	i	i	.	i	i	i	i
Cc1cccc(N2C(=O)C(O)=C(C(=O)c3cccs3)C2c2ccc(Cl)cc2)n1 (stereo not given)	i	i	41	i	i	i	i	i	i	i	i
CCC(C)NC(=O)c1ccc(CSCc2cccc(F)c2)o1 (stereo not given)	i	i	-5	i	i	i	i	i	i	i	i
O=C1CSC(=S)N1c1cccc(Cl)c1	i	i	0	i	i	i	i	i	i	i	i
COc1cc(NS(=O)(=O)c2ccc(NC(=O)COc3cccc(C)c3)cc2)nc(OC)n1	i	i	34	i	i	i	i	i	i	i	i

Remaining list, next part.
SMILES	TMEM16A inh	MrgX1 antag	SKKanGAS inh	MrgX1 PAM	MrgX1 ag	TRPC6 activator	TMEM16A act	TRPC4 block	TRPC4 PAM	TRPC6 inhibitor	TRPC4 act
O=C(Cn1nc(C(F)F)cc1C1CC1)N1CCCC1	i	i	-1	i	i	i	i	i	i	i	i
Cc1onc(-c2ccccc2)c1C(=O)N1CCN(c2ncccc2C(F)(F)F)CC1	i	i	-3	i	i	i	i	i	i	i	i
NS(=O)(=O)c1ccc(CCNC(=O)CCCn2ncn3c(cc4occc43)c2=O)cc1	i	i	3	i	i	i	i	i	i	i	i
CCOC(=O)C1CCN(S(=O)(=O)c2ccc(-c3ccc(=O)[nH]n3)o2)CC1	i	i	1	i	i	i	i	i	i	i	i
CC(C)Cc1ccc(C(C)C(=O)Nc2ncccn2)cc1 (stereo not given)	i	i	0	i	i	i	i	i	i	i	i
CC(=O)Oc1ccc2ccccc2c1C(NC(=O)Cc1ccccc1)c1ccc(Cl)cc1 (stereo not given)	i	-5.9*	25	i	i	i	i	i	i	i	i
O=C(NC1CCN(c2ncccn2)CC1)c1cccc(F)c1	i	i	4	i	i	i	i	i	i	i	i
CC(CC(=O)Nc1ncc([N+](=O)[O-])s1)c1ccccc1 (stereo not given)	100*	i	.	i	i	i	i	i	i	i	i
Cc1cc(Nc2nn(C)c(N)c2C#N)ccc1F	i	i	1	i	i	i	i	i	i	i	i
CCCC(C)C(=O)Nc1ncc(S(=O)(=O)c2ccc([N+](=O)[O-])cc2)s1 (stereo not given)	i	i	21	i	i	i	i	i	i	i	i
O=C(c1ccccc1)c1nc[nH]c1C(=O)Nc1ccccc1	i	i	12	9.9*	i	i	i	i	i	i	i
COCCCNC(=O)CN1C(=O)/C(=C/c2ccccc2)Sc2ccccc21	i	i	17	i	i	i	i	i	i	i	i
